High-throughput results (PubChem BioAssay)
ALOX12 inh – inhibitors of human 12S-lipoxygenase ALOX12; purified 12hLO, xylenol orange hydroperoxide absorbance; Potency, µM (highest dose often 108 µM), for the others: at the top dose activity change, negative = inhibition, most hits filed as inhibitors; 580,000 compounds, 1.1% hits; AID 1671190; active means well fitted inhibition curve with a large enough effect; inconclusive means small, poorly fitted or top-dose-only effect, or another doubt; inactive means no such curve, though single readings can be large or run the other way
Target sequence (P18054 whole entry, looked up): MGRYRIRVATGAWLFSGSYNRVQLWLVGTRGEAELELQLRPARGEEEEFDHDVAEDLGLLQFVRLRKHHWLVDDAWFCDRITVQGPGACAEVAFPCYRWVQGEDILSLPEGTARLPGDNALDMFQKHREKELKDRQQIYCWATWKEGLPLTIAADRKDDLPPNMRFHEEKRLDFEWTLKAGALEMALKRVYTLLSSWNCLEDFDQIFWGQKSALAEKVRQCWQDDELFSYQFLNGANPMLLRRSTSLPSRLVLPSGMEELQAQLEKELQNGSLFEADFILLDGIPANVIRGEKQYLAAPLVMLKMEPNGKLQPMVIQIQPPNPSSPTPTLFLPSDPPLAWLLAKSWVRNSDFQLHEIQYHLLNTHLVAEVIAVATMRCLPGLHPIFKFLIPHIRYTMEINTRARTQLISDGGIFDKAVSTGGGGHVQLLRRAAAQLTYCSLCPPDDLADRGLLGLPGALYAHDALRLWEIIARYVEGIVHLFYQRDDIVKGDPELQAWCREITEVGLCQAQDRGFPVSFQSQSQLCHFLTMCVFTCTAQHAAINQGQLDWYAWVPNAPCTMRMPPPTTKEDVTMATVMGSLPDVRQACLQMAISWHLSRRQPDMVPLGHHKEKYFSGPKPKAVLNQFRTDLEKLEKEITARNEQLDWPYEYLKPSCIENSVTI
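Purified human 12hLO at 150 nM in 25 mM Hepes, 0.01% Triton X-100, pH 7.0, preincubated 15 min at room temperature with compound. Reaction started with 40 uM arachidonic acid, 30 min at room temperature. Hydroperoxide measured by Fe-xylenol orange, 573/405 nm absorbance ratio.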
An asterisk follows results filed as active; u = inconclusive; [ ] = remark or other dose. On the % scale 0 is the no-effect control and ±100 the full control effect; potency means the concentration at half of the fitted maximal effect. Not all compounds are listed, so the mix of outcomes need not match the whole.

SMILES | ALOX12 inh
CC(C)c1nc2c(NC(=O)Nc3cccc(Cl)c3)cccn2n1 | 4%
C1=C(c2cc(-c3ccncc3)cn3cncc23)CCOC1 | 36%[activator][176 µM]
N#CCCN(C(=O)CSc1nnnn1-c1cccc(Cl)c1)c1ccc(F)cc1 | 2%
CCC1c2ccsc2CCN1C(=O)CNC(=O)c1ccccc1 (stereo not drawn) | -1%
CCOC(=O)CN(CC)Cc1ccco1 | 3%
COc1ccc(C)cc1NC(=O)c1ccc(Br)o1 | 2%
Cc1cccc(S(=O)(=O)N2CCN(c3ccc(N4CCOCC4)nn3)CC2)c1 | 0%
O=C(NC1CCOCC1)c1cccc(S(=O)(=O)N2CCC[C@H]2CO)c1 | 68%[activator]
Cc1ccc(NC(=O)c2csc3c2CCCC3)c(C)c1 | -67%
O=C1Nc2ccc(-c3ccc4c(c3)OCO4)cc2C(=O)N2CCN(C(=O)c3cccs3)C[C@H]12 | -16%
COc1ccc2[nH]cc(CCNC(=O)C(C)(C)C)c2c1 | -4%
CC1Oc2ccc(NC(=O)Cc3ccc(F)cc3)cc2CN(Cc2ccccc2F)C1=O (stereo not drawn) | 8%
CC1=C[C@@H](CN2CCN(c3ccccn3)CC2)[C@H](C(C)C)C[C@H]1Cc1nnc(-c2ccccc2)o1 | u
COc1ccc2c(C)c(CC(=O)NCc3ccco3)c(=O)oc2c1OC | -11%
C[C@H]1[C@@H]2[C@@H](O)C([C@H](C)C(=O)NC3CC3)CC[C@@]2(C)CC[C@@H]1NC(=O)C1CCCCC1 (stereo partly drawn) | -4%[176 µM]
O=C(O)[C@@H]1CN(C(=O)NC2CCCC2)C[C@H]1c1ccccn1 | 9%
CCCCNC(=O)CC(c1cccc(OC)c1OC)c1c[nH]c2ccccc12 (stereo not drawn) | u
O=C(CC[C@H]1O[C@@H](n2ccc(=O)[nH]c2=O)[C@H](O)[C@@H]1O)N1CCN(Cc2cccc3ccccc23)CC1 | -18%
O=Cc1ccccc1-c1cnc2ccccc2c1 | 20%[12.5 µM]
CC(C)CC(=O)N1C[C@@H](Oc2ccccc2)C[C@@H]1C(=O)N1CCOCC1 | 16%
CCCn1nnc(NC(=O)c2cc3ccccc3cc2OC)n1 | -7%
CCOc1ccc(CNCc2ccco2)cc1Cl | u
NCC(=O)N1CCc2nc(-c3ccco3)nc(N3CC=CCC3)c2CC1 | u
CN1C(=O)CN(CCN2CC(=O)N(C)C(=O)C2)CC1=O | -6%
O=C(CCc1ccccc1)N1CCC(Cc2nc(-c3ccc(F)cc3)no2)CC1 | 3%
COc1ccccc1-c1nc(C#N)c(NCc2ccccc2Cl)o1 | -1%
C[S+](=O)([O-])N1CC2(CCCN2Cc2cccnc2)Cc2ccccc21 (stereo not drawn) | 2%[6.33 µM]
CC(=O)NNC(=S)Nc1cccc(Cl)c1Cl | 25%
COc1nc(N(C)C)nc(-n2cnc(SCc3ccccc3)n2)n1 | -23%
COCCN(Cc1nc2ccccc2c(=O)[nH]1)C(=O)c1oc2ccc(F)cc2c1C | 7%
CC(Oc1ccc2c(-c3ccccc3)cc(=O)oc2c1)c1ccccc1 (stereo not drawn) | u
CCC(c1nnnn1-c1ccc2c(c1)OCCO2)N1CCN(c2cccc(C)c2C)CC1 (stereo not drawn) | 0%
CC(=O)c1cccc(NC(=O)C(C)Sc2ccccc2Cl)c1 (stereo not drawn) | -25%
O=C(NCC1CCCO1)c1cnc2c(c1)N(C(=O)CCc1ccccc1)CCC2 (stereo not drawn) | -1%[176 µM]
CNC(=O)Nc1ccc(C)n(CC(=O)NCc2cc(C)ccc2C)c1=O | 14%
CCSc1ncc2c(=O)n(CC(=O)Nc3cccc(Br)c3)cnc2n1 | u
O=S1(=O)N[C@@H](Cc2ccccc2)COc2cc(NCCCN3CCOCC3)ccc21 | 50µM*
Cc1ccc(/C(=N/O)c2ccc(O)cc2O)cc1 | -21%
CCC(=O)c1ccc(OCc2cccc(C#N)c2)cc1 | 12%
COC(=O)C(=O)N[C@H]1C[C@@H](Cc2cc(-c3ccccc3)on2)C1(C)C | 46%[activator][176 µM]
O=C(Nc1ccc(Cl)cc1)C1CCCN(c2ncnc3nc[nH]c23)C1 (stereo not drawn) | -1%
O=C(O)c1ccccc1-c1ccccc1C(=O)O | u
C=CCSC1=N/C(=C\c2c(C)cc(C)cc2C)C(=O)S1 | -4%
CCc1cccc(NC(=O)CSc2nc3c(=O)[nH]cnc3n2CC)c1 | -11%
CCC(=O)Oc1ccc2c(=O)c(-c3ccc(Cl)cc3)coc2c1 | 3%
COC1CCC12CCN(C(=O)c1ccsc1)CC2 (stereo not drawn) | 8%
O=C(O)c1cnc(NCc2ccccn2)nc1-c1ccncc1 | u
Cc1c(CN2C[C@@H](COc3ccccc3)[C@H](C(N)=O)C2)cnn1C | 61%[activator]
COc1ccc(NC(C)=O)cc1NC(=O)C1CC(=O)N(c2n[nH]c3ccccc23)C1 (stereo not drawn) | 1%
CC(C)NC(=O)C1c2ccccc2C(=O)N(Cc2ccco2)C12CCCC2 (stereo not drawn) | 35%[activator]

Further compounds:
SMILES | ALOX12 inh
CCC(=O)N1CCc2sc(C(=O)NCCCOC)cc2C1 | 26%
COCCOC1CCN(C(=O)Nc2ccccc2F)CC1 | 12%
O=C(NCc1cccc(F)c1)c1nc2c(o1)CCN(CCCc1ccccc1)CC2 | u
CCC[C@H]1CN(S(=O)(=O)c2cnn(CCC)c2)C[C@@H]1N | 88%[activator]
COc1ccccc1CCNC(=O)CCSc1nc(Cl)nc2nc[nH]c12 | u
Cc1cccc2c1nc1n2[C@@H](CNCc2ccc(C#N)cc2)COC1 | 0%[176 µM]
CCCNC(=O)N1CCc2c(sc3ncnc(N4CCN(C)CC4)c23)C1 | 14%
Cc1ccccc1C(=O)N1CCC[C@H]1C(=O)N1CCC[C@H]1C(=O)NCc1ccccn1 | u
O=c1[nH][nH]c2c1[C@H](c1ccc(Cl)cc1)O[C@H](CCc1ccccc1)C2 | u
CCOCCN1C(=O)COC[C@@H]1[C@H](O)c1ccc(NC(=O)c2ccnc(Cl)c2)cc1 | 12%[176 µM]
NC(=O)c1cccc(-c2ccnc3c2CC(C(=O)NCC2CC2)O3)c1 (stereo not drawn) | u
COCCN(C)C[C@H]1C[C@@H](CO)CN(C(=O)c2ccc(F)cc2C)C1 | 84%[activator]
CCOc1cc(C(=O)NNC(=S)NCCCOC)cc(OCC)c1OCC | 0%
Cc1ccc(S(=O)(=O)N(C)C[C@H]2OCc3cn(nn3)CCCC(=O)N([C@@H](C)CO)C[C@@H]2C)cc1 | -40%
O=C(NC1CCN(c2ccccc2)C1=O)c1cccc(Cl)c1 (stereo not drawn) | 45%
Cc1cc(C)cc(OCC(=O)N2CCC(NC(=O)c3ccccc3)CC2)c1 | 9%
COc1cccc(-c2nccc3c(=O)cc(N(C)C)oc23)c1 | u
Cc1noc2c(-c3cccnc3NCCN3CCOCC3)cc(-c3ccccc3)nc12 | 10%[176 µM]
COC(=O)C1=C(C)N=C2SC=C(CC(=O)N3CCCC3)N2C1c1cccc(F)c1 (stereo not drawn) | 65%[activator]
Cc1cc(C)c2nc(-c3cccc(N)c3)cc(C(=O)O)c2c1 | 10%
CCC(=O)N1CCC1(C)C(=O)Nc1cnc2ccccc2c1 (stereo not drawn) | 9%
CS(=O)(=O)Cc1cccc(C(=O)Oc2ccc(C34CC5CC(CC(C5)C3)C4)cc2)c1 | u
NC(=O)c1ccc(CN(C(=O)Cc2cccs2)C2CC2)cc1 | u
CC(C)C1CN(C(=O)c2n[nH]c3c2CCC3)CCC(=O)N1CC1CC1 (stereo not drawn) | -12%
CC(O)(c1ccccc1)c1nc(-c2ccncc2)cs1 (stereo not drawn) | 8%

Continued.
Compound	ALOX12 inh
Cc1nc(-c2cccs2)c(CCC(=O)N2CCN(c3ccc(F)cc3)CC2)s1	u
CCCCn1c(=O)[nH]c(=O)c2c1nc(CCc1ccccc1)c(=O)n2C	u
Cc1cc(S(=O)(=O)N2CCCC(Cn3cnc4cccnc43)C2)ccc1Cl (stereo not drawn)	57%[activator]
COc1ccc2oc(-c3cccc(NC(=O)c4ccc(Br)o4)c3)nc2c1	u
COc1ccc(-c2cc(N3CCCN(C(=O)CC4CCCCC4)CC3)n[nH]2)cc1	24%
O=C(c1nc(-c2ccc(F)cc2)c2ccccn12)N1CCCC1	28%[176 µM]
Cc1ccc(N(C)S(=O)(=O)c2c(-c3ccccc3)csc2C(=O)NCc2ccco2)cc1	0%
Cc1noc([C@@H]2CN(C(=O)c3cccc4[nH]ccc34)C[C@H]2CO)n1	4%
Cc1ccc(-c2noc([C@@H]3CCCN3C(=O)c3cnccn3)n2)cc1	36%[activator]
Cc1ccc2nc(C)c(C(=O)N3CCN(S(=O)(=O)c4cc(F)ccc4F)CC3)cc2c1	-7%
CN(C)c1cccc(-c2cnc3[nH]cc(CC(=O)NCc4cccnc4)c3c2)c1	30%[activator][176 µM]
CC(=O)N1CCC([C@@H]2CN(Cc3cccc(Cl)c3)C[C@H]2CO)CC1	9%
FC(F)c1nc2ccccc2n1-c1nc(N2CCOCC2)nc(N2CCOCC2)n1	-6%[57.4 µM]
CNC(=O)[C@@H]1CN(Cc2ccncc2)C[C@H]1COC	7%
Cn1cccc1C(=O)N1CCC(N2CC3CC(C2)[C@H]2CCCC(=O)N2C3)CC1 (stereo partly drawn)	3%
CC(Sc1ncnc2nc[nH]c12)C(=O)NCc1ccc(Cl)cc1 (stereo not drawn)	-15%
Cc1cccc(COC(=O)C2=NN(C3CCS(=O)(=O)C3)C(=O)CC2)c1 (stereo not drawn)	49%[activator]
COc1cccc(CN2CCOC3CCN([S+](=O)([O-])c4ccccc4C)CC3C2=O)c1 (stereo not drawn)	7%
Cc1ncc(-c2ccc(C)c(S(=O)(=O)N3CCN(c4ccc(F)cc4)CC3)c2)o1	-2%
Fc1ccc(OC2CN(Cc3cccnc3)C2)c(F)c1	10%[12.5 µM]
Cc1ccc([C@H]2C[C@H](n3cc(-c4ccc(F)cc4)nn3)[C@@H](O)CN2C(=O)C2CCCCC2)cc1	u
CCC(=O)Nc1ccc(C(C)NCc2cccs2)cc1 (stereo not drawn)	u
O=[N+]([O-])c1cccc(/C=N/c2nc3c(s2)CCCC3)c1	u
C=C1C2(C(=O)N/N=C/c3ccccc3Cl)CCC(C2)C1(C)C (stereo not drawn)	-48%
Cn1ccnc1CN1CCNc2cc(Nc3ccccc3)ncc2C1	106%[activator][176 µM]
O=C(c1cnccn1)N1CC(=O)N2[C@H](C1)[C@@H](c1ccc(Br)cc1)[C@@H]2CO	5.6µM*
COc1ccccc1-c1nc(C(=O)N2CCC(C#N)CC2)n2ccccc12	41%[activator]
COc1ccc(CNC(=O)c2cc(Cl)ccc2NC(=O)C2=C(C)OCCS2)cc1	-11%
Cc1ccc2c(N)cccc2n1	16%
CCC(=O)Nc1ccc(-c2nc3cc(OC)ccc3o2)cc1	1%
COc1ccc([C@H]2CC(=O)C[C@@H](CCn3nnc4ccccc43)O2)cc1	-6%
O=C(NN1CCOCC1)c1ccn(COc2ccc(F)c(Cl)c2)n1	41%[activator]
COc1ccc(NC2=NC(C(=O)Nc3ccc(C)c(C)c3)CC(=O)N2)cc1 (stereo not drawn)	0%
COCCN1Cc2cc(C(=O)OC)c3c(c2C1=O)c1cc(OC)ccc1n3S(C)(=O)=O	-25%
COCCN(C)C(=O)c1cn2cc(-c3ccc(F)cc3)n(CC=C(C)C)c(=O)c2n1	27%
CN1C(=O)C(c2ccccc2)CC12CCN(C(=O)CNC(N)=O)CC2 (stereo not drawn)	64%[activator]
Cc1ccc(CNC(=O)c2scnc2C)cn1	u
COCCNC(=O)c1nc2c(o1)CCN(Cc1cccc(F)c1F)CC2	-34%[176 µM]
COc1ccccc1/C=C/c1nc(C#N)c(NCc2ccc(F)cc2)o1	-6%
C=C(C)COc1ccc(NC(C)=O)cc1	-7%
COC(=O)c1cc(=O)nc(NN=Cc2ccccc2O)s1	u
CC1Sc2ccc(S(=O)(=O)NC3CCN(Cc4ccccc4)CC3)cc2NC1=O (stereo not drawn)	5%

15 compounds from above, sorted by SMILES length, ascending:
Compound	ALOX12 inh
Cc1ccc2c(N)cccc2n1	16%
C=C(C)COc1ccc(NC(C)=O)cc1	-7%
Cc1ccc(CNC(=O)c2scnc2C)cn1	u
COC(=O)c1cc(=O)nc(NN=Cc2ccccc2O)s1	u
Cn1ccnc1CN1CCNc2cc(Nc3ccccc3)ncc2C1	106%[activator][176 µM]
CCC(=O)Nc1ccc(-c2nc3cc(OC)ccc3o2)cc1	1%
O=C(NN1CCOCC1)c1ccn(COc2ccc(F)c(Cl)c2)n1	41%[activator]
COCCNC(=O)c1nc2c(o1)CCN(Cc1cccc(F)c1F)CC2	-34%[176 µM]
COc1ccccc1/C=C/c1nc(C#N)c(NCc2ccc(F)cc2)o1	-6%
COc1ccccc1-c1nc(C(=O)N2CCC(C#N)CC2)n2ccccc12	41%[activator]
COc1ccc(NC2=NC(C(=O)Nc3ccc(C)c(C)c3)CC(=O)N2)cc1 (stereo not drawn)	0%
COc1ccc(CNC(=O)c2cc(Cl)ccc2NC(=O)C2=C(C)OCCS2)cc1	-11%
COc1ccc([C@H]2CC(=O)C[C@@H](CCn3nnc4ccccc43)O2)cc1	-6%
COCCN(C)C(=O)c1cn2cc(-c3ccc(F)cc3)n(CC=C(C)C)c(=O)c2n1	27%
O=C(c1cnccn1)N1CC(=O)N2[C@H](C1)[C@@H](c1ccc(Br)cc1)[C@@H]2CO	5.6µM*
